# SKN-1 inh = blocks SKN-1 activity in C. elegans; hit rate 0.49% among 360,000; C. elegans VP596 Pgst-4::GFP/RFP ratio, acrylamide-induced, 24 h; inhibition, % at 21.8 µM; AID 624304;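 active = interference check ratio from 0.5 to 1.5 plus GFP to RFP signal ratio inhibition reaching or exceeding a fixed threshold, cut at about 30% in these data, passing the limit was not always enough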; note: some compounds called inactive have numbers as strong as hits
# bovine MsrA act = activates bovine MsrA enzyme. activation, % at 10.6 µM. hit rate 0.3% among 360,000. AID 602163. purified bovine MsrA, absorbance read-out; in the data active = activation above about 7.5%;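 note: 0% = vehicle and 100% = reference activator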
# PABP1 MLLE inh = inhibitors of microRNA-mediated deadenylation, human PABP1 MLLE binding. P11940. GST-MLLE / FITC-PAM2 fluorescence polarization. inhibition, % at 20 µM. hit rate 0.36% among 360,000. AID 588489; in the data active = inhibition above about 35%, passing the limit was not always enough;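 note: plate controls were DMSO wells with GST-MLLE for no effect and wells lacking GST-MLLE protein for full effect; some results filed as inactive read as strong as hits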
# MT1-MMP act inh = blocks activation of human MT1-MMP. P50281. GFP/RFP ratio change, % at 20 µM. AID 651647. HT1080 RFP-PRO-GFP cells, GFP/RFP ratio fluorescence, overnight; percent of plate control window, DMSO zero. hit rate 0.061% among 360,000;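 active = GFP/RFP ratio change of at least 30% with cell ATP level not reduced by more than half and red fluorescence within 50% of control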; note: strong numbers were not always called active
#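 Assay system – RFP-PRO-GFP reporter HT1080 cells · Compound dosing – single dose of 20 µM compound, 1% DMSO final · Incubation – overnight compound exposure at 37 °C · Measure – GFP/RFP fluorescence ratio · Benchmarks – DMSO wells and RFP-L50D-GFP cells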
# FAS-TE inh = inhibitors of human fatty acid synthase thioesterase domain; P49327; recombinant FAS-TE, OMFH fluorogenic substrate, fluorescence endpoint; inhibition, % at 15 µM; hit rate 0.67% among 360,000; AID 602261;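 active = compounds whose normalised, plate-corrected inhibition of enzyme fluorescence in the single-dose primary screen is 50% or more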;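 note: 0% = DMSO with enzyme and 100% = substrate without enzyme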
# CendR NRP1 mod = alters CendR peptide binding to human NRP-1 | O14786 | FAM-RPARPAR peptide binding to NRP-1, fluorescence polarization | inhibition, % at 25 µM | hit rate 0.85% among 360,000 | AID 602438;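 active = inhibition or corrected inhibition above about 18%, plus a signal ratio from 0.5 to 1.5, limit read from the data, passing the limit was not always enough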; note: strong numbers were not always called active
# Neddylation inh = cullin neddylation inhibition; P61081+Q13564; TR-FRET cullin neddylation, biochemical; calls only at 25 µM; hit rate 0.58% among 360,000; AID 651699; in the data active = inhibition above about 36%
# Target sequence (P61081 whole entry, looked up): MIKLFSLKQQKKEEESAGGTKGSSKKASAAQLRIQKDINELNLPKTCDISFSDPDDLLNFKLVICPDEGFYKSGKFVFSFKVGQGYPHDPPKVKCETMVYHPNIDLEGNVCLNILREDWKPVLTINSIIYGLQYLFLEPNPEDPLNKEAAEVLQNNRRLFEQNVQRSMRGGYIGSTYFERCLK
# Target sequence (Q13564 whole entry, looked up): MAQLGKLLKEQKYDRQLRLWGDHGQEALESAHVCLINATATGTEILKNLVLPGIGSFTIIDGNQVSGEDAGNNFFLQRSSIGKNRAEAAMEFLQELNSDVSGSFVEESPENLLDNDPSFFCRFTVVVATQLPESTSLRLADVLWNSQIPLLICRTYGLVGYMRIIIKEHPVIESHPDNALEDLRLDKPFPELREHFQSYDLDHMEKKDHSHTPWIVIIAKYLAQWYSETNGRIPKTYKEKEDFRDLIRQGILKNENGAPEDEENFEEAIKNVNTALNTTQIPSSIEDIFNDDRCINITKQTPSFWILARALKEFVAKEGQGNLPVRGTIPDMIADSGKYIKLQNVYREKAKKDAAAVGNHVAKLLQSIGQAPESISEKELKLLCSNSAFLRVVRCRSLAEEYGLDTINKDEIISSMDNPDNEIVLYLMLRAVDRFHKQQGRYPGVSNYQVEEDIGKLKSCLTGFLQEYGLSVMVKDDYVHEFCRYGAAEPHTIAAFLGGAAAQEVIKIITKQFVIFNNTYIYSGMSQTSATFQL
# E coli Lon inh = E. coli protease La inhibition; P0A9M0; purified E. coli Lon protease, fluorescence polarization; inhibition, % at 7.94 µM; hit rate 0.42% among 360,000; in the data active = inhibition above about 13%, passing the limit was not always enough;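 note: 0% = enzyme with probe and DMSO and 100% = no enzyme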
# Rin1 Abl inh = inhibitors of human Rin1-Abl protein interaction | P00519+Q13671 | TR-FRET Rin1/Abl binding, biochemical | inhibition, % at 7.35 µM | hit rate 0.4% among 360,000 | AID 588664; in the data active = inhibition above about 5%, passing the limit was not always enough
# * = called active by the depositor; i = inactive; nt = not tested or not shown; + = active, no number.
SMILES,SKN-1 inh,bovine MsrA act,PABP1 MLLE inh,MT1-MMP act inh,FAS-TE inh,CendR NRP1 mod,Neddylation inh,E coli Lon inh,Rin1 Abl inh
COC(=O)C1=C(N)N(c2ccc(F)cc2)C2=C(C(=O)CCC2)C1c1ccc2c(c1)OCO2 (centres undefined),-19.7,-12.0,5.5,-3.3,6.6,11.2,i,-8.3,-1.4
C[C@@]12CC(=O)NC1N(C(=O)c1cccc(C(F)(F)F)c1)C(c1ccccc1O)C2 (some centres undefined),3.2,-3.7,-22.7,-11.8,-5.7,5.7,i,1.9,1.1
Cc1ccc(S(=O)(=O)NCc2n[nH]c(=S)n2C)cc1,-12.0,-2.3,-8.7,0.1,-6.1,-2.3,i,8.5,-0.5
Cc1cc(C)nc(SCC(=O)N/N=C/c2cccc([N+](=O)[O-])c2)n1,-3.1,-0.9,-3.5,-0.7,13.7,13.7,i,-9.8,-4.2
COc1ccc(C)cc1NC(=O)CCc1ccc(S(=O)(=O)N2CCOCC2)cc1,-0.3,-2.6,-3.6,0.6,-1.5,0.6,i,-0.4,1.8
Cc1cc(SCC(=O)c2cccs2)n2nc(C)c(-c3ccc(Cl)cc3)c2n1,1.3,-13.9,-14.6,nt,48.1,-8.9,i,-0.2,0.8
CCSc1nnc(-c2cccnc2)n1-c1ccc(Cl)c(C)c1,-9.8,-2.4,-40.9,-1.7,-6.0,-10.0,i,2.8,1.9
Cc1c(C(=O)N2CCOCC2)c(S(=O)(=O)Nc2ccc(C(C)C)cc2)c(C)n1C,-0.6,-1.5,-8.8,1.1,-6.3,8.5,i,4.9,-3.4
O=C(CSc1nnc2ccccn12)NCCc1ccc(Cl)cc1,-19.4,-3.0,-18.3,1.7,0.9,-2.7,i,-5.6,-0.1
COc1ccc(-n2nnc3c(SCC(=O)N4CCCc5ccccc54)ncnc32)cc1,-8.0,-1.5,9.3,0.8,18.8,-11.0,i,-5.2,-2.6
CCOc1ccccc1-c1nc(CN(Cc2cnn(C)c2)C(C)C)c(C)o1,0.1,-1.5,2.4,-1.3,-7.7,-19.2,i,11.7,-0.3
CCOC(=O)C1CCN(C(=O)c2cccnc2)CC1,-10.8,-9.8,-3.3,-0.6,-10.2,1.8,i,-0.6,3.2
CCCCC(C(=O)NC(=O)NCc1ccccc1)N1C(=O)c2ccccc2C1=O (centres undefined),-1.6,3.4,6.7,-3.7,22.8,-0.4,i,-6.8,-3.9
CCN(CC)C(=O)[C@H]1CC(CC(=O)NCC23CC4CC(CC(C4)C2)C3)C(=O)N2CCc3c([nH]c4ccccc34)[C@]12C (some centres undefined),0.6,-0.9,-8.0,-10.3,20.0,-3.5,i,-6.5,-0.6
Cc1ccc([N+](=O)[O-])cc1N(CC(=O)NC1CCCC1)S(C)(=O)=O,4.3,-1.2,1.2,-1.9,0.3,2.0,i,-1.5,2.3
O=C1COc2ccc(C(=O)c3ccccc3)cc2CN1,10.6,0.1,4.2,-16.5,-5.9,-3.1,i,4.0,4.3
CCCCn1c(=O)cc(C)n(-c2ccccc2)c1=O,-11.2,-6.3,-6.5,-2.5,-4.9,2.1,i,4.5,2.1
COc1ccc(S(=O)(=O)NCC(=O)N(Cc2ccco2)C(C(=O)NC(C)(C)C)C(C)C)cc1 (centres undefined),10.9,-0.2,-3.5,0.7,-2.0,0.1,i,-2.6,1.3
COc1ccc(-n2c(O)c(/C=N/NS(=O)(=O)c3cc(C)ccc3C)c3ccccc3c2=O)cc1OC,26.9,-2.2,i,-158.5,-43.8,121.3,i,-448.9,-4.2
CCCC(=O)Nc1ccccc1N1CCN(C(=O)C(C)C)CC1,-5.5,-5.8,1.5,-2.4,-8.2,-1.3,i,0.7,3.0
Cc1ccc(NC(=O)N2CCC(c3nc4c(nnn4Cc4c(F)cccc4Cl)c(=O)[nH]3)CC2)cc1,7.5,-2.9,-3.2,4.1,20.3,0.3,i,-6.8,5.2
Cc1ccc(Cl)cc1NC(=O)COc1ccccc1,9.9,-4.5,2.5,1.9,3.9,-2.4,i,-8.1,3.3
Oc1ccccc1CNCCCN1CCOCC1,6.0,5.1,6.6,-3.6,-5.5,-5.1,i,-5.8,2.3
O=C(CCC(=O)c1cccs1)Nc1ccc(F)c(F)c1F,10.8,-3.0,-11.7,-2.0,0.7,-4.0,i,-3.2,-0.6
COc1ccc(CCN2CC(C#N)=C3c4cc(OC)c(OC)cc4CCN3C2)cc1OC,2.0,-5.7,-5.8,-6.4,-1.5,5.9,i,-6.0,0.3
CCOC(=O)/C(C#N)=C/c1c(Oc2cccc(C)c2)nc2ccccn2c1=O,-3.1,0.3,-11.8,-2.0,-3.4,0.5,i,-0.8,1.5
CCC1CCC(c2nnc(-c3ccc(Br)cc3)o2)CC1 (centres undefined),-1.3,-8.4,2.5,1.8,20.8,1.5,i,-3.5,0.4
COCCn1c(-c2ccc(Br)cc2)csc1=Nc1cccnc1,9.8,-8.1,-0.6,-6.3,10.5,-6.5,i,-1.8,1.5
CCOC(=O)c1nn(-c2ccc(C)cc2)c(=O)c2c(N)scc12,3.3,8.6*,-17.9,4.3,-7.8,-1.3,i,7.8,2.0
Cn1c(SCc2ccccc2)nnc1-c1ccncc1,12.3,-2.7,-47.3,3.5,-11.4,-20.1,i,-7.6,3.6
NS(=O)(=O)c1cccc(NC(=O)COC(=O)CCC(=O)c2cccs2)c1,-12.4,-4.1,-6.0,2.2,-6.2,-14.1,i,-11.4,1.9
C=CCn1c(COc2ccc(F)cc2)nnc1SCC(=O)NC(=O)NCc1ccco1,0.9,3.0,-56.6,1.5,-36.6,-20.5,i,-0.8,1.1
CCC(=O)Nc1cc2c(C)cc(=O)oc2cc1C,-1.0,-3.4,0.8,1.1,-2.8,7.3,+,0.5,-0.6
CCN1CCN(c2nc3ccccn3c(=O)c2/C=C(\C#N)S(=O)(=O)c2ccccc2)CC1,-4.8,-2.8,-23.6,-3.6,8.0,-39.9,i,-11.5,-5.8
O=C(O)CC1(CC(=O)N2CCC(C(=O)O)CC2)CCCC1,-18.5,-8.2,4.3,0.3,-1.4,-0.4,i,2.4,2.5
O=C(CCN1CCN(c2ccccc2)CC1)Nc1ccccc1,4.6,-0.9,-9.5,4.4,-1.1,0.0,i,-15.4,3.2
CC1(C(=O)NS(=O)(=O)c2cccc(Cl)c2)CCN1C(=O)CC1CC1 (centres undefined),9.1,-1.2,4.4,-1.3,-2.3,-2.7,i,8.5,-3.3
COCCn1c(SCC(=O)Nc2nnc(C)s2)nnc1-c1ccco1,-3.3,-4.4,-5.8,7.0,-6.4,4.2,i,-3.6,2.5
COc1ccc(CC(=O)Nc2ccc(-c3cn4ccccc4n3)cc2)cc1,1.8,-0.8,-6.1,6.5,7.1,-4.4,i,4.8,2.8
O=C(CN1CCN(c2ccccc2)CC1)Nc1ccc(F)cc1,12.7,-2.2,10.9,-3.9,-2.8,-5.7,i,-6.6,-0.4

# An excerpt from above, limited to SKN-1 inh.
molecule	SKN-1 inh
O=C1COc2ccc(C(=O)c3ccccc3)cc2CN1	10.6
CCCCn1c(=O)cc(C)n(-c2ccccc2)c1=O	-11.2
COc1ccc(S(=O)(=O)NCC(=O)N(Cc2ccco2)C(C(=O)NC(C)(C)C)C(C)C)cc1 (centres undefined)	10.9
COc1ccc(-n2c(O)c(/C=N/NS(=O)(=O)c3cc(C)ccc3C)c3ccccc3c2=O)cc1OC	26.9
CCCC(=O)Nc1ccccc1N1CCN(C(=O)C(C)C)CC1	-5.5
Cc1ccc(NC(=O)N2CCC(c3nc4c(nnn4Cc4c(F)cccc4Cl)c(=O)[nH]3)CC2)cc1	7.5

# (listing goes on)
SMILES,SKN-1 inh,bovine MsrA act,PABP1 MLLE inh,MT1-MMP act inh,FAS-TE inh,CendR NRP1 mod,Neddylation inh,E coli Lon inh,Rin1 Abl inh
OC(Cn1cncn1)(c1ccccc1)c1ccccc1,-29.1,0.4,9.7,2.4,-2.0,-16.0,i,-3.5,-0.2
Cc1cccc(NC(=O)c2ccc(N(C)C3CCCCC3)c([N+](=O)[O-])c2)n1,-6.2,-11.2,1.9,-2.5,24.8,-9.0,i,-3.5,-1.4
COc1ccc(OC)c(C2C(C#N)=C(N)Oc3cc(C)[nH]c(=O)c32)c1 (centres undefined),-2.5,-6.1,2.9,1.5,-10.0,2.6,i,11.2,0.0
CCc1ccc2nc(N(CCCN(C)C)C(=O)c3ccc(C(=O)c4ccccc4)cc3)sc2c1,-8.9,0.2,-12.4,-3.9,20.6,10.6,i,5.3,3.3
CCCOC(=O)c1cccc(Nc2nc(-c3cccnc3)nc3ccccc23)c1,7.7,-1.5,-9.8,-39.2,18.2,-8.2,i,-9.8,1.1
COC(=O)c1cc(C(=O)NCCN2C(=O)S/C(=C\c3cccs3)C2=O)cc([N+](=O)[O-])c1,5.2,-8.2,0.9,-3.9,60.4*,2.0,i,-9.9,-4.9
COc1ccc(C2=CC(c3ccc(OC)c(OC)c3)n3nnnc3N2)c(OC)c1 (centres undefined),20.9,-0.2,25.8,-12.9,0.3,15.8,nt,5.8,-2.4
CC(C)CN(C)C(=O)CCc1nnc(Cc2cccc(C(F)(F)F)c2)o1,2.5,-5.3,7.9,-2.4,-1.5,15.9,i,0.9,0.7
CC(=O)N1CCN(c2c(F)c(F)c(C(F)(F)F)c(F)c2F)CC1,-4.4,-6.8,8.1,1.2,-11.6,8.8,i,2.7,1.2
COc1ccc(C(=O)N[C@H](C(=O)NCCc2ccc3c(c2)OCCO3)C(C)C)cc1,7.5,-0.3,-56.1,-1.2,-1.1,-7.0,i,3.7,3.7
CCN(Cc1ccccc1)S(=O)(=O)c1ccc(C(=O)N2CCN(c3nc4ccccc4s3)CC2)cc1,-2.5,-0.7,2.6,-10.2,29.5,9.8,i,-3.7,0.5
COc1ccc(Cl)cc1NC(=O)NNC(=O)C(=O)Nc1ccc(F)cc1,7.0,-11.9,-0.8,-4.3,-5.6,-8.3,i,1.3,0.7
CCOC(=O)[C@H]1[C@H]2COc3ccc(C)cc3[C@@H]2N2C(=O)[C@@H](CO)NC(=O)[C@@]12C,7.8,-3.2,-2.1,-2.1,-15.5,22.7,i,-12.8,-0.8
O=C(NCCCN1CCOCC1)C1CCN(S(=O)(=O)c2c(Cl)cccc2Cl)CC1,6.6,-3.9,1.1,0.5,-8.4,-8.5,i,-16.5,-1.7
C=C(C)CNC(=S)N/N=C/c1ccc(NC(C)=O)cc1,-20.1,-1.8,19.5,1.6,2.1,2.0,i,0.2,1.1
O=C(NNc1nc2ccccc2nc1C(F)(F)F)c1ccccc1,-9.9,-3.9,-40.5,0.8,-1.7,5.6,i,-6.9,0.1
CCOC(=O)[C@H]1[C@H]2COc3ccc(C)cc3[C@@H]2N2C(=O)CN(C)C(=O)[C@@]12C,5.3,-2.5,2.8,0.6,-8.8,-1.4,i,-3.7,-1.8
CC1(C(=O)NS(=O)(=O)c2cccc(Cl)c2)CCN1C(=O)Cc1ccsc1 (centres undefined),15.8,-0.7,5.0,2.3,-9.8,5.8,i,1.7,-2.8
COc1ccccc1CNC(=O)c1cc(-c2cc(Cl)ccc2C)n[nH]1,13.8,-1.6,-1.1,-5.3,12.9,-8.2,i,-2.4,0.5
COc1ccc(C2CC(=O)NC3=C2C(=O)CCC3)cc1Cl (centres undefined),-15.2,-9.5,-0.4,4.8,1.1,5.1,i,-2.2,-2.3

# Pulled one by one from above:
SMILES,SKN-1 inh,bovine MsrA act,PABP1 MLLE inh,MT1-MMP act inh,FAS-TE inh,CendR NRP1 mod,Neddylation inh,E coli Lon inh,Rin1 Abl inh
COc1ccccc1CNC(=O)c1cc(-c2cc(Cl)ccc2C)n[nH]1,13.8,-1.6,-1.1,-5.3,12.9,-8.2,i,-2.4,0.5
O=C(NCCCN1CCOCC1)C1CCN(S(=O)(=O)c2c(Cl)cccc2Cl)CC1,6.6,-3.9,1.1,0.5,-8.4,-8.5,i,-16.5,-1.7
